From PubChem
Mtb BioA inh = M. tuberculosis BioA enzyme inhibitors, primary screen, biochemical, plate reader, single point, HTS. 7,8-diaminopelargonic acid synthase BioA (Mycobacterium tuberculosis). purified M. tuberculosis BioA enzyme. inhibition, % at 9.99 µM. hit rate 0.096% among 360,000. AID 602481, 2012; in the data active = inhibition above about 40%; inconclusive = no clear call, values can overlap the other calls
PfHsp40 rescue = rescue of yeast from PfHsp40 toxicity, primary screen, S. cerevisiae, ATP luminescence | S. cerevisiae expressing PfHsp40, growth rescue | AID 504582, 2011 | growth rescue, % at 12.5 µM | hit rate 0.68% among 340,000; in the data active = growth rescue above about 28%, passing the limit was not always enough; inconclusive = no clear call, values can overlap the other calls;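 note: yeast W303a lacking pdr1 and pdr3 grown in galactose medium; growth measured after three days at 30 °C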
GDH-TPI counter = GDH-TPI coupling enzyme inhibitors, primary screen, artefact control for M. tuberculosis FBA inhibitor project, biochemical, absorbance, full deck; GDH-TPI coupled enzyme counterscreen, NADH absorbance; inhibition, % at 4.8 µM; hit rate 1.2% among 360,000; AID 588335, 2011; in the data active = inhibition above about 30%;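 note: 0% = DMSO wells and 100% = wells lacking the enzyme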
Yp Topo-I inh = Yersinia pestis topoisomerase I inhibitors, primary screen, biochemical, cleavage product accumulation, plate reader, single point | DNA topoisomerase I (Yersinia pestis CO92) | Y. pestis Topo-I cleavage product accumulation | activity, % at 10 µM | hit rate 0.064% among 360,000 | AID 504884, 2011; in the data active = activity above about 50%, passing the limit was not always enough; inconclusive = no clear call, values can overlap the other calls; note: inactives centre near 2
TcdB inh = TcdB glycohydrolase inhibitors, primary screen, biochemical, single point, plate reader. Toxin B (Clostridioides difficile), P18177. TcdB glycohydrolase enzymatic assay. inhibition, % at 9.99 µM. hit rate 0.24% among 350,000. AID 652162, 2013; in the data active = inhibition above about 10%
FadD28 FP inh = inhibitors of FadD28 bisubstrate probe binding, primary screen, biochemical, fluorescence polarization, single point | hit rate 0.22% among 360,000 | inhibition, % at 12.5 µM | Mycobacterium tuberculosis FadD28 fatty-acid-AMP ligase | AID 588549, 2011; in the data active = inhibition above about 8.5%, passing the limit was not always enough; inconclusive = no clear call, values can overlap the other calls
BH1578 lux ind = inducers of Vibrio cholerae quorum light production without autoinducers, primary screen, BH1578 luxS cqsA deficient, single point. V. cholerae BH1578 lux reporter, luminescence, 6 h. hit rate 0.16% among 350,000. activation, % at 18.7 µM; in the data active = activation mostly above about 9.7%, no sharp cut-off; inconclusive = no clear call, values can overlap the other calls; inactive = mostly below about 3.7%; note: not every result past the cut was called active; inactives centre near 0; reference of the scale not given here
UGM FP inh = M. tuberculosis UGM enzyme inhibitors, primary screen, biochemical, fluorescence polarization, single point. hit rate 0.06% among 320,000. purified UGM, fluorescence polarization probe displacement. AID 504406, 2011. UDP-galactopyranose mutase (Mycobacterium tuberculosis (strain ATCC 25618 / H37Rv)), …. inhibition, % at 10 µM; in the data active = inhibition above about 10%, passing the limit was not always enough; inconclusive = no clear call, values can overlap the other calls
Target sequence (P9WIQ1 whole entry, looked up): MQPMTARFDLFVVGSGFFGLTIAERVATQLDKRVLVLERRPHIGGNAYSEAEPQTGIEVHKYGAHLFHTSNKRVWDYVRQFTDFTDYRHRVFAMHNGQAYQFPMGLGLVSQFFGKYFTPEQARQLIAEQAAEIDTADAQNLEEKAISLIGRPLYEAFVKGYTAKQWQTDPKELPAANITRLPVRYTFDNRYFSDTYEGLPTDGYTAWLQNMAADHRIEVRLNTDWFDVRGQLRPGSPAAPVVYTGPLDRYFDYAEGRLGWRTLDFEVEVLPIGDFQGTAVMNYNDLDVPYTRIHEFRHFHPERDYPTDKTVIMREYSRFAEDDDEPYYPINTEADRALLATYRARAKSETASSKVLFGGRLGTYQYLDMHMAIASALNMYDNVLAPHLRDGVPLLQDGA
FBA Mtb inh = Mtb FBA enzyme inhibitors, primary screen, biochemical, fluorescence, strain H37Rv | Fructose-bisphosphate aldolase (Mycobacterium tuberculosis (strain ATCC 25618 / H37Rv)), … | purified M. tuberculosis FBA, fluorescence read-out | inhibition, % at 1 µM | hit rate 2.3% among 360,000 | AID 588726, 2011; in the data active = inhibition above about 27%;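 note: 0% = vehicle and 100% = reference inhibitor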
Target sequence (P9WQA3 whole entry, looked up): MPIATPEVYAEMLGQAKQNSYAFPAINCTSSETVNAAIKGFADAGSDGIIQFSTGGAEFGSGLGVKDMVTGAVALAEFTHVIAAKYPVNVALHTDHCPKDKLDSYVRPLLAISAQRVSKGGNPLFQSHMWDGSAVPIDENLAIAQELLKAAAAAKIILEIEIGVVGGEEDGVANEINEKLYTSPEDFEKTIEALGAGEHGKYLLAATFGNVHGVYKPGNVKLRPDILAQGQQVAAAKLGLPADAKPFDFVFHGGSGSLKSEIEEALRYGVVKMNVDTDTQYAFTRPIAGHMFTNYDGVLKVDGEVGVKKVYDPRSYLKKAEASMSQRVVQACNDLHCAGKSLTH
Active calls of the source: *; i = inactive; ? = inconclusive; . = not tested or not shown.

SMILES	Mtb BioA inh	PfHsp40 rescue	GDH-TPI counter	Yp Topo-I inh	TcdB inh	FadD28 FP inh	BH1578 lux ind	UGM FP inh	FBA Mtb inh
CN1CCN(c2ccc(NC(=O)c3cc(Cl)c4c(c3)OCCO4)cc2)CC1	-0.2	-0.9	1.4	-13.9	-1.5	0.5	-0.3	.	2.7
COc1ccc(-c2csc(N(CCCN(C)C)C(=O)c3ccccc3F)n2)cc1	0.4	0.4	11.2	-2.4	2.0	-4.2	i	-1.0	0.1
S=C(NCCCCNC(=S)NCc1ccccc1)NCc1ccccc1	.	0.1	-6.0	10.2	-1.4	-2.6	-0.1	-1.6	0.3
CCN1CCN(C(CNS(=O)(=O)c2ccccc2)c2cccnc2)CC1 (stereo unspecified)	-3.4	-0.1	15.1	-7.0	2.5	1.6	0.9	1.6	3.2
Cc1ccc(CC(NC(=O)c2ccccc2)C(=O)NC(CC(C)C)C(=O)O)cc1 (stereo unspecified)	.	0.7	-5.5	-4.9	1.7	-0.8	i	6.1	6.1
COc1ccc2c(-c3ccccc3)cc(SCC(N)=O)nc2c1	-0.7	0.0	7.4	?	1.1	-1.5	-0.4	-1.6	7.3
C=CCC1(Nc2ccccc2)CC(C)N(C)CC1C (stereo unspecified)	.	0.1	-2.4	-8.3	0.9	-1.7	-0.3	-0.9	1.8
CCCn1c(SCC(=O)N2CCCc3ccccc32)nc2c1c(=O)n(C)c(=O)n2C	0.7	-1.5	1.2	19.8	.	-2.2	i	-0.7	0.2
Cc1oc(-c2cc(Cl)cc(Cl)c2)cc1C(=O)NCCc1ccccc1	-0.4	0.1	17.7	18.7	.	0.9	-0.3	-2.1	-2.4
O=C(NCc1ccc2c(c1)OCO2)c1ccc(C2SCC(=O)N2Cc2ccco2)cc1 (stereo unspecified)	-0.4	-1.1	-4.1	0.7	.	-0.2	-0.4	-0.5	3.6
COc1ccccc1N1CC(C(=O)Nc2cccc(C(=O)O)c2)CC1=O (stereo unspecified)	-1.4	-0.4	3.2	-8.4	.	-1.7	4.0	-0.4	-0.6
O=C(CC(Nc1cccc(Cl)c1Cl)C(=O)OCC(=O)c1cccs1)c1ccccc1 (stereo unspecified)	.	0.5	16.5	4.4	.	-0.5	2.0	0.7	1.7
COc1ccccc1C(=O)NCCN1CCCC1	1.9	.	1.8	6.9	1.4	-2.9	-0.8	.	-1.9
O=C(Cc1ccccc1)Oc1ccccc1N1C(=O)CCC1=O	.	-1.4	0.9	2.0	.	-0.8	i	1.2	2.5
CCN(CC)S(=O)(=O)c1cc(NC(=O)C(C)N2CCN(Cc3ccc4c(c3)OCO4)CC2)ccc1C (stereo unspecified)	-7.1	-1.1	3.3	-4.4	0.6	-1.8	-0.2	5.2	0.9
CN1CCN(/C=C2\SC(=S)NC2=O)CC1	-0.5	0.4	5.2	-1.6	.	-1.7	.	-1.3	-0.5
Cc1ccc(N=Nc2c(C)[nH]n(-c3ccccc3)c2=O)cc1Br	-3.0	-1.3	-7.0	9.8	0.2	0.3	i	-0.1	0.5
Cc1n[nH]c(=S)n(/N=C/c2cccs2)c1=O	-0.8	1.0	17.2	0.1	1.0	-3.6	0.8	-0.2	1.0
CCCCc1ccc(NC(=S)N2CCCC(CO)C2)cc1 (stereo unspecified)	-0.5	-0.5	7.4	-7.2	.	-2.1	-0.9	1.0	1.8
O=C(Nc1sc2c(c1C(=O)NCc1cccnc1)CCCC2)c1ccco1	0.5	0.7	27.9	-1.8	.	-2.6	i	-2.0	-0.5

A different layout for part of the listing above:
> O=C(CC(Nc1cccc(Cl)c1Cl)C(=O)OCC(=O)c1cccs1)c1ccccc1 (stereo unspecified)
  Mtb BioA inh: .	PfHsp40 rescue: 0.5	GDH-TPI counter: 16.5	Yp Topo-I inh: 4.4	TcdB inh: .	FadD28 FP inh: -0.5	BH1578 lux ind: 2.0	UGM FP inh: 0.7	FBA Mtb inh: 1.7
> O=C(Nc1sc2c(c1C(=O)NCc1cccnc1)CCCC2)c1ccco1
  Mtb BioA inh: 0.5	PfHsp40 rescue: 0.7	GDH-TPI counter: 27.9	Yp Topo-I inh: -1.8	TcdB inh: .	FadD28 FP inh: -2.6	BH1578 lux ind: i	UGM FP inh: -2.0	FBA Mtb inh: -0.5
> Cc1oc(-c2cc(Cl)cc(Cl)c2)cc1C(=O)NCCc1ccccc1
  Mtb BioA inh: -0.4	PfHsp40 rescue: 0.1	GDH-TPI counter: 17.7	Yp Topo-I inh: 18.7	TcdB inh: .	FadD28 FP inh: 0.9	BH1578 lux ind: -0.3	UGM FP inh: -2.1	FBA Mtb inh: -2.4
> Cc1ccc(N=Nc2c(C)[nH]n(-c3ccccc3)c2=O)cc1Br
  Mtb BioA inh: -3.0	PfHsp40 rescue: -1.3	GDH-TPI counter: -7.0	Yp Topo-I inh: 9.8	TcdB inh: 0.2	FadD28 FP inh: 0.3	BH1578 lux ind: i	UGM FP inh: -0.1	FBA Mtb inh: 0.5

Next section:
SMILES	Mtb BioA inh	PfHsp40 rescue	GDH-TPI counter	Yp Topo-I inh	TcdB inh	FadD28 FP inh	BH1578 lux ind	UGM FP inh	FBA Mtb inh
Cc1nn(C)c(C)c1S(=O)(=O)N(CC(=O)NCc1cccs1)c1ccc(C(C)C)cc1	-0.9	0.3	2.4	30.7	-0.7	-1.3	-0.3	-3.2	1.5
CCc1ccc(NC(=O)C(=O)NCCN2CCN(C(=O)c3ccco3)CC2)cc1	-0.9	-0.2	-13.4	27.8	.	-0.4	i	1.7	-2.9
Clc1ccc(OCC#CCN2CCCCCC2)cc1	0.4	-0.1	-0.6	18.2	-1.6	-0.5	0.7	1.8	0.9
Cc1ccc(C(CC(=O)N2CCCC2)c2ccccc2)c(O)c1 (stereo unspecified)	-0.1	0.4	17.2	9.5	2.2	-3.6	i	0.2	-1.1
CC(=O)Nc1ccc(NC(=S)NC(=O)C2CC2)cc1	-0.7	1.3	5.2	-5.0	-1.1	-1.6	-0.1	0.3	1.0
COc1ccccc1S(=O)Cc1ccc(C(=O)NCCc2ccc(Cl)cc2)o1 (stereo unspecified)	2.6	0.0	9.1	22.2	.	-5.8	-0.2	1.3	0.6
CC(C)c1nc(Cl)c(C#N)c2c1CCC2	.	2.0	2.6	-2.5	0.2	-1.5	-0.5	-1.0	0.7
COCCCNC(=O)c1ccc(N2CCCC2)c(NS(=O)(=O)c2ccc(C)cc2)c1	0.8	-0.6	3.7	3.0	.	-1.2	-0.2	-0.4	2.9
O=C1OCC(c2ccccc2)=C1c1ccc(S(=O)(=O)N2CCOCC2)s1	1.8	-1.0	0.3	18.5	.	-2.5	16.7*	-2.1	-5.4
CC(=O)c1sc(NC(=O)C=C(C)C)nc1C	-0.8	2.7	23.5	5.4	.	-1.1	i	-1.4	-2.0
CCOCCCn1c(SCC(=O)N(C)C2CCS(=O)(=O)C2)nc2ccccc2c1=O (stereo unspecified)	.	-0.4	1.4	6.8	1.6	-1.4	-5.3	3.7	-3.1
CN(C)/C=C/C(=O)c1ccc(-c2ccc(Cl)cc2Cl)o1	.	-0.2	3.8	21.8	-0.5	-5.2	-0.2	-1.4	-1.1
O=S(=O)(O)c1ccc2c(c1)C(C(Cl)(Cl)Cl)OC(C(Cl)(Cl)Cl)O2 (stereo unspecified)	2.0	5.4	-6.0	-8.5	-1.0	0.2	i	.	-3.2
Cc1cccc(NC(=S)NNC(=O)c2nn(C)cc2Cl)c1	0.0	-0.6	2.5	-3.4	1.0	-3.6	i	4.6	3.6
O=C(Nc1cccc(F)c1)c1ccccc1-c1ccccc1	.	2.6	0.0	-0.8	.	-2.3	-0.3	2.2	1.0
NC(=O)c1ccsc1NC(=O)COC(=O)Cc1ccccc1[N+](=O)[O-]	2.6	.	11.9	-6.1	-0.8	-3.5	-0.8	.	3.3
COc1cc(CCC(=O)NCc2ccc(S(N)(=O)=O)cc2)cc(OC)c1OC	0.2	-0.9	2.8	2.3	0.8	.	-0.6	0.3	0.7
O=C(NC1CCCCC1)c1cccc(N2C(=O)CCC2=O)c1	-0.9	-0.8	-10.8	10.5	2.2	-0.3	-1.8	.	-0.4
CCc1ccccc1NC(=O)c1cc(-c2ccco2)on1	-2.0	-1.5	5.5	4.0	1.1	-2.4	i	-0.5	-0.3
CC(C(=O)OCC(=O)Nc1cccc(S(=O)(=O)N(C)C)c1)N1C(=O)c2ccccc2C1=O (stereo unspecified)	1.6	-1.3	-1.9	2.2	1.2	-2.8	i	.	3.4
CN(CC(=O)Nc1cccc(F)c1)CC(=O)N(C)CC(=O)Nc1ccccc1Br	6.1	-1.5	9.3	2.8	-1.0	-3.6	i	.	-1.1
COc1ccc(S(=O)(=O)c2ccccc2)cc1NC(=O)c1c(F)cccc1F	0.6	-0.7	-7.1	10.9	1.8	-7.0	0.1	-0.8	-0.5
Cc1cc(-c2n[nH]c(=S)n2/N=C/c2ccc(C)s2)n[nH]1	.	0.3	11.3	-3.9	.	-4.8	-0.3	0.1	-2.8
O=C(Cc1cccs1)N1CCCC(c2nc3c(nnn3Cc3ccc(F)cc3)c(=O)[nH]2)C1 (stereo unspecified)	5.3	0.5	7.0	13.2	.	0.0	i	-1.3	4.1
CN(CC(=O)NCCc1ccccc1)S(=O)(=O)c1ccc(Br)cc1	.	-0.1	1.7	10.6	.	-1.2	-0.4	-1.4	2.3
CS(=O)(=O)c1ccc(Cl)c(C(=O)OCC(=O)NC2CCCCCCC2)c1	-0.7	-0.1	5.6	16.7	8.8	-1.7	-2.5	3.0	-0.7
CC(NC(=O)c1cc(F)c(F)cc1Cl)c1ccncc1 (stereo unspecified)	-0.5	-0.7	-5.0	8.6	1.7	0.1	-2.9	0.1	-1.3
CC1(C(=O)NS(=O)(=O)c2cccc(F)c2)CCN1C(=O)CC1CCCC1 (stereo unspecified)	-0.6	.	8.0	-8.3	2.0	0.0	1.2	.	2.1
CCN1CCN(C(=O)CCc2nnc(CCc3c[nH]c4ccccc34)o2)[C@@H](C)C1=O	1.3	0.2	-3.5	0.9	1.9	-2.1	-1.3	-2.0	-0.6
COc1cc(NC(=O)C2CCN(S(=O)(=O)c3ccc(N4CCCC4=O)cc3)CC2)cc(OC)c1	-2.2	0.0	-3.5	17.0	-0.9	-5.1	-0.4	2.8	-1.9
CCCCCCCCNC(=O)c1cccnc1SCC(=O)Nc1ccccc1OC	-0.9	0.6	5.2	5.6	0.9	-0.3	-0.4	0.0	5.1
CN(C(=O)c1cc(C(=O)N(C)c2ccccc2)cc([N+](=O)[O-])c1)c1ccccc1	0.7	-1.1	-7.4	10.6	0.9	-0.2	0.2	-0.3	-0.2
O=C(O)/C(=C\c1ccccc1)c1ccccc1	-4.0	1.0	-11.0	-5.1	2.5	0.9	i	6.6	2.3
CC(C)C[C@H]1C(=O)N2CCCC2[C@]2(O)O[C@](NC(=O)[C@@H]3C=C4c5cccc6[nH]cc(c56)CC4N(C)C3)(C(C)C)C(=O)N12 (stereo partly specified)	-12.8	-0.2	9.8	-9.3	.	-2.6	i	8.2	3.8
C=CCn1c(SCC(=O)Nc2ccccc2C)nc(O)cc1=O	-1.5	2.2	4.8	5.4	-2.1	-1.7	-0.9	2.7	-0.8

Hits appear at their usual frequency; any-hit rate near 4.6%.
